From PubChem BioAssay
Xi reactivation: reactivates the inactive X chromosome in mouse fibroblasts. XiGFP mouse fibroblasts, % GFP-positive cells imaging, 3 d; cells co-treated with 5-aza-dC sensitizer; scaled so ellipticine positive control = 100%. 360,000 tested, 0.055% active. activation, % at 7.58 µM;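 active = mean normalized replicate activation at least 10% and every replicate at or above 10%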;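 also: 0% = median of on-plate neutral control wells and 100% = ellipticine 6 µM median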
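Material: XiGFP fibroblasts, SV40-immortalized. Buffer or medium: DMEM plus 5-aza-dC sensitizer. Compound: single concentration per compound, delivered by pin transfer. Times: 3 days compound exposure. Controls: ellipticine 6 µM.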
esBAF inh: SWI/SNF esBAF complex inhibition | mouse ES cells, Bmi1-luciferase knock-in reporter, 24 h; 100% = twice the neutral-well signal | reporter increase, % at 12.5 µM | 350,000 tested, 2% active; in the data active = activation above about 40%;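 also: 0% = median of the plate's neutral control wells and 100% = double that signal; a rise in the Bmi1 reporter signal indicates esBAF inhibition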
ARNT TACC3 PPI: disrupts binding between human ARNT and TACC3; AlphaScreen His-ARNT PAS-B/GST-TACC3 binding, luminescence; TACC3 fragment carries E629A point mutation; inhibition, % at 9.99 µM; 390,000 tested, 0.66% active; AID 623870;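 active = mean inhibition of replicates at least 50% and at least half of replicates each reaching 50%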;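 also: 0% = complete ARNT plus TACC3 wells and 100% = ARNT alone without TACC3; many hits fall short of the cut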
RAD52 anneal inh: blocks human RAD52 DNA annealing. AID 651710. 360,000 tested, 0.46% active. P43351. recombinant RAD52 DNA annealing, FRET fluorescence. inhibition, % at 18.7 µM;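 active = every replicate showing at least 50% inhibition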
INS-1E GSIS act: primary screen for activators of insulin secretion dependent on glucose, INS-1E cells, GLuc reporter luminescence | 370,000 tested, 0.61% active | AID 743287 | activation, % at 16.6 µM | INS-1E GLuc reporter insulin secretion, 2-3 h;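 active = lowest replicate activation of at least 40%, so every replicate reaches that level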;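 also: 0% = median of neutral control wells and 100% = median of IBMX positive control wells; some compounds called inactive have numbers as strong as hits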
CFTR F508del cor: correctors of CFTR F508del function in bronchial epithelial cells; AID 720511; 350,000 tested, 0.36% active; CFBE cells, YFP halide quenching; stimulated with forskolin plus potentiator P3; % fluorescence drop versus neutral controls; activity (quench increase), % at 7.58 µM;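 active = mean added fluorescence quench of at least 8% versus neutral control, with both replicates also reaching 8%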;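 also: cells transiently co-express mutant CFTR-F508del with the halide-sensitive YFP; corrector assay measuring rescue of mutant channel to the surface after 24 h compound exposure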
ERAP1 inh: inhibitors of human ERAP1 aminopeptidase; AID 652197; recombinant ERAP1, Leu-AMC fluorescence, 60 min; inhibition, % at 10.7 µM; 340,000 tested, 0.15% active;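 active = mean replicate inhibition of at least 30%, or all replicates individually reaching that 30% level; inactive = mean below 30% and not every replicate reaching it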;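 also: 0% = neutral control wells and 100% = L-leucinethiol positive control wells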
RAD54 inh: RAD54 (human) branch migration inhibition. AID 602329. inhibition, % at 10.4 µM. 360,000 tested, 0.14% active. RAD54 Holliday junction branch migration, FAM/BHQ fluorescence;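 active = mean normalized replicate activity at least 40 and at least half of replicates scoring 40 or more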;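 also: 0% = median of neutral control wells and 100% = median of positive control wells; inhibitors cause a drop in the FAM fluorescence signal; in these data hits start at about 50%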
Target sequence (Q92698 whole entry, looked up): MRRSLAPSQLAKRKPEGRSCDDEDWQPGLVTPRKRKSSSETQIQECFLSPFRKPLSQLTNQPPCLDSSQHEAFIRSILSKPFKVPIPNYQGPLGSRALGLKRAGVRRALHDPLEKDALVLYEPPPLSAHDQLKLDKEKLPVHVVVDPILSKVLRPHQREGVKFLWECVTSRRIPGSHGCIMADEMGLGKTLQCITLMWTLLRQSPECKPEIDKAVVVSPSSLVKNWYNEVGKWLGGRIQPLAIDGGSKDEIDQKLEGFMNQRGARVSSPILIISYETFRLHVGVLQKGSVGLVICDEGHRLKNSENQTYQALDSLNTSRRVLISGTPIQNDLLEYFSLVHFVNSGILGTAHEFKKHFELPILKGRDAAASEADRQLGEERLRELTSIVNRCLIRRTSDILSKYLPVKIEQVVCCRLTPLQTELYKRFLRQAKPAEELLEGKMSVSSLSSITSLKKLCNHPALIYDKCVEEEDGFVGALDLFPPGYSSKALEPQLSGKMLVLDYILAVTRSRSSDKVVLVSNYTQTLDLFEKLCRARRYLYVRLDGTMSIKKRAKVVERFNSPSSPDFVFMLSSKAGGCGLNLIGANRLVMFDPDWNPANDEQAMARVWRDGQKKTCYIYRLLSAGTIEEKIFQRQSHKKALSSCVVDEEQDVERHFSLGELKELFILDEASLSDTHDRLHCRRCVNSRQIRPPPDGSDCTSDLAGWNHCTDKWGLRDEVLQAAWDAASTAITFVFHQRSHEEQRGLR
* = called active by the depositor; . = not tested or not shown.

SMILES	Xi reactivation	esBAF inh	ARNT TACC3 PPI	RAD52 anneal inh	INS-1E GSIS act	CFTR F508del cor	ERAP1 inh	RAD54 inh
CN1CCCN(C(=O)c2cccc(Cl)c2)CC1	0.5	0	-10	-3	3	-0.6	2	-5
Cc1cc(C(=O)N2CCc3ccccc32)n(-c2ccccc2)n1	0.2	-6	-3	-6	2	1.9	3	-7
CCOc1ccc(Oc2nc(NCC(C)C)nc(N(C)C)n2)nn1	.	-15	0	.	-1	.	.	-5
C[C@H](NC(=O)[C@@H]1Cc2ccccc2CN1)C(=O)NC1CCCCC1	0.0	-3	-5	0	-4	-1.2	0	2
O=C(C[C@H]1CC[C@H]2[C@@H](COC[C@@H](O)CN2C(=O)c2ccc3c(c2)OCO3)O1)NCCN1CCCC1	0.0	.	.	-9	15	-1.1	3	.
CCOc1ccc(C(=O)NCC(c2ccco2)N2CCc3ccccc3C2)cc1 (stereo unspecified)	-0.1	.	5	-5	-41	-0.5	0	0
CC(=O)Nc1ccc(OCC(O)Cn2cccn2)cc1 (stereo unspecified)	0.1	11	0	-5	3	1.5	0	-2
O=C(NCC[C@H]1CC[C@@H](NS(=O)(=O)c2cccc(Cl)c2)[C@H](CO)O1)c1cnccn1	0.6	1	-22	3	6	-1.3	0	4
S=C(Nc1ccccc1Cl)N1CCCC1	0.0	.	-3	-7	-17	0.2	3	-16
Cc1cn2c(=O)c(C(=O)NCc3ccc4c(c3)OCO4)cnc2s1	-0.1	-4	0	-4	0	-3.3	2	6
CCSc1nnc(NC(=O)CSC2=NN3CCCC(=O)N=C3S2)s1	0.0	.	.	-8	-4	-1.2	5	.
Cc1ccc(S(=O)(=O)N2CCN(c3ccccc3)CC2)s1	0.0	3	-1	-7	1	0.8	1	4
CO[C@H]1CN(C)C(=O)c2cc(NC(=O)c3ccc(F)cc3)ccc2OC[C@H](C)N(C(=O)CN(C)C)C[C@H]1C	0.1	0	0	19	6	0.2	-4	8
Cc1nc2ccc(S(=O)(=O)NC(C(=O)NCc3cccs3)C(C)C)cc2s1 (stereo unspecified)	0.0	-46	5	-7	13	0.9	-2	-15
C[C@H]1CN([C@@H](C)CO)C(=O)c2cc(-c3cccc(C#N)c3)cnc2O[C@H]1CN(C)C(=O)C1CCC1	-1.2	-3	-7	11	6	-2.6	0	-3
Cc1cc(C)nc(N(C#N)Cc2ccc(Cl)cc2)n1	0.1	.	6	-5	-5	0.3	0	.
O=C(C[C@H]1CC[C@H](NC(=O)CC2CC2)[C@H](CO)O1)NCc1ccc(-c2ccccc2)cc1	0.6	1	-10	-5	-1	3.2	-3	4
CCN1[C@H](C(=O)N(C)C)[C@@H](CO)[C@@H]2Cn3c(ccc(C4=CCCCC4)c3=O)[C@@H]21	0.2	-1	-5	-2	7	0.5	-1	8
Cc1ccc(S(=O)(=O)Nc2ccccc2F)cc1C(=O)N1CCCC1	0.1	-1	-57	-8	-3	0.4	2	-4
Cc1cccc(C(=O)NCCCNC(=O)c2cccc(C)c2)c1	0.0	-2	-5	-5	0	-2.1	-1	0

Brought forward from above: four entries, then new ones.
SMILES	Xi reactivation	esBAF inh	ARNT TACC3 PPI	RAD52 anneal inh	INS-1E GSIS act	CFTR F508del cor	ERAP1 inh	RAD54 inh
O=C(C[C@H]1CC[C@H](NC(=O)CC2CC2)[C@H](CO)O1)NCc1ccc(-c2ccccc2)cc1	0.6	1	-10	-5	-1	3.2	-3	4
CCN1[C@H](C(=O)N(C)C)[C@@H](CO)[C@@H]2Cn3c(ccc(C4=CCCCC4)c3=O)[C@@H]21	0.2	-1	-5	-2	7	0.5	-1	8
Cc1ccc(S(=O)(=O)Nc2ccccc2F)cc1C(=O)N1CCCC1	0.1	-1	-57	-8	-3	0.4	2	-4
Cc1cccc(C(=O)NCCCNC(=O)c2cccc(C)c2)c1	0.0	-2	-5	-5	0	-2.1	-1	0
Cc1c(C(=O)O)oc2ccc(S(=O)(=O)NCc3ccc4c(c3)OCO4)cc12	.	-7	-6	.	-2	.	.	10
C[C@@H](NC(=O)C[C@H]1CC[C@H]2[C@@H](COC[C@H](O)CN2Cc2cc(F)ccc2F)O1)c1ccccc1	0.1	-7	-1	-4	-7	3.1	-1	-4
COc1ccc(C#Cc2ccc([C@@H]3[C@H]4CN(C(=O)Nc5ccc(F)cc5)CCCCN4[C@H]3CO)cc2)cc1	0.0	.	11	-14	-1	-1.9	1	-9
Cc1ccc(C(=O)NCC(=O)NC2CC2)cc1	0.3	6	2	1	15	-1.0	-2	6
C[C@@H]1CN([C@@H](C)CO)C(=O)c2cc(NC(=O)Nc3cccc4ccccc34)ccc2O[C@@H](C)CCCCO[C@H]1CN(C)C(=O)Nc1ccc2c(c1)OCO2	0.3	6	-5	13	-3	0.9	-2	1
CC1(C)CC(=O)c2ccc(OCc3ccc([N+](=O)[O-])cc3)cc2O1	0.0	.	4	-22	2	0.7	.	0
Cc1nn(-c2ccccc2)c(C)c1C(=O)OCC(=O)Nc1ccccc1C(F)(F)F	0.2	46*	.	9	17	3.4	0	-2
CN(CC(=O)Nc1ccccc1C(=O)NC1CC1)Cc1ccccc1F	0.0	.	-1	-7	-4	-0.5	-4	.
CS(=O)(=O)Nc1ccc2c(c1)[C@@H]1C[C@H](CC(=O)NCc3ccc(-c4ccccc4)cc3)O[C@H](CO)[C@@H]1O2	-0.1	2	-1	.	3	-1.0	.	-2
O=[N+]([O-])c1cc2no[n+]([O-])c2cc1N1CCCCC1	0.2	.	9	0	-11	4.4	2	.
CCCC1CCC(c2ccc(OCC)cc2)=CC1=O (stereo unspecified)	0.0	29	-1	16	-11	1.5	-1	-9
O=C(NCC(=O)N1CCN(c2ccccc2O)CC1)c1ccc2c(c1)OCO2	0.7	3	.	-1	-12	2.0	1	-1
CN(CC(=O)Nc1cccc(F)c1)C(=O)/C=C/c1ccc(S(=O)(=O)N2CCCCCC2)cc1	0.0	6	-5	-13	-16	-1.6	-4	3
CCCCc1c(-c2cccc(OC)c2)ncn1CCc1ccccc1OC	0.0	.	.	39	80*	0.8	-8	.
Cc1nnc(NC(=O)CS(=O)(=O)Cc2ccccc2)s1	0.1	.	4	-9	11	2.1	17	3
COc1ccc(OCC(=O)Nc2c(Cl)ccc3nsnc23)cc1	0.3	.	0	-21	-4	-1.5	0	7
CCC(=O)Nc1cccc(-c2ccc(N3CCC(C)CC3)nn2)c1	0.2	-58	0	-3	-4	-2.7	-3	5
Cc1nn(C)cc1CNCc1c(C(=O)N2CCCCC2)nc2c(C)cccn12	0.0	0	7	-13	-4	0.6	-1	.
Cc1ccc(NC(=O)c2cnccn2)c(Br)c1	0.1	52*	17	-3	.	-2.8	-1	-3
O=C(CN1CCN(S(=O)(=O)c2ccc(Cl)cc2)CC1)Nc1ccc2c(c1)OCCO2	.	-4	-7	.	16	.	.	11
CN(CC(=O)Nc1cccc(F)c1)C(=O)CSc1nc2ccccc2s1	0.0	3	5	-46	-35	3.2	1	.
Cc1noc(C)c1S(=O)(=O)N(C)C[C@H]1OCCCC[C@@H](C)Oc2ccc(NC(=O)CCCN(C)C)cc2C(=O)N([C@@H](C)CO)C[C@H]1C	0.1	-1	-8	10	17	0.2	-3	5
Cc1ccc2c(c1)C1CN(C)CCC1N2S(=O)(=O)c1cc(C(F)(F)F)ccc1Cl (stereo unspecified)	0.0	4	13	2	-36	1.6	3	0
Cc1noc(C)c1S(=O)(=O)N(C)C[C@@H]1Oc2c(NS(=O)(=O)c3cn(C)cn3)cccc2C(=O)N([C@H](C)CO)C[C@H]1C	0.2	3	-6	-19	5	1.4	-1	0
O=C(NC(O)C(=O)c1ccccc1)c1ccccn1 (stereo unspecified)	0.4	-1	7	-6	-10	1.9	-3	-8
Cc1ccccc1Oc1ccc2c(c1)[C@@H]1C[C@H](N(C)C(=O)c3ccco3)[C@H]([C@H](C)O)C(=O)N1CC2	-0.1	21	.	-33	-21	2.0	3	-4
Cc1c(NC(=O)Cc2noc3ccccc23)cccc1[N+](=O)[O-]	0.0	.	-4	-3	8	-6.0	-5	-2
C/C(=N\NC(=O)c1nnn(-c2nonc2N)c1-c1ccccc1)c1cccnc1	0.3	.	1	-18	1	1.4	1	-4
CN(c1ccccc1)S(=O)(=O)c1ccc(Cl)nc1	0.2	.	-16	-22	4	-1.1	-3	.
Cc1cc(OCC(=O)NCc2ccncc2)c2c(C)c(C)c(=O)oc2c1	0.0	-2	2	0	20	-3.3	3	0
Cc1ccc(-c2nnc(SCC(=O)Nc3ccccc3F)o2)cc1	0.2	-80	-6	-7	0	-0.6	.	4
CCCCN(C)CCN1C(=O)C2C(C(=O)Nc3ccc(C)cc3)C3C=CC2(O3)C1C(=O)NC1CCCCC1 (stereo unspecified)	0.0	-8	1	-9	-4	-0.2	-9	14
CC(=O)c1cccc(OCC(=O)N2CCCc3ccccc32)c1	0.0	18	-32	-5	20	-0.3	0	10
COCCn1cc(C(=O)NCCN(C)C)c2c3ccccc3n(C)c2c1=O	0.0	4	2	5	-12	-0.8	-1	2
CCOc1ccc(S(=O)(=O)N(C)c2ccc(OCC(=O)NCC3CCCCC3)cc2)cc1	0.1	-3	7	5	-17	-4.5	1	1
CCOC(=O)N1CCN(c2c(N3CCN(c4cccc(C)c4C)CC3)c(=O)c2=O)CC1	0.0	-6	2	-3	1	-2.2	2	0
CC(C)c1[nH]nc2c1C(C1C=CCCC1)C(C#N)=C(N)O2 (stereo unspecified)	0.0	.	0	-8	-10	0.0	2	.
OC(CNCc1ccccc1Cl)COc1ccc(F)cc1 (stereo unspecified)	0.0	5	-23	-61	-24	1.4	-2	7
O=c1[nH]nc(Cc2ccc(-c3ccc(Cl)cc3)o2)c2ccccc12	.	17	-4	.	32	.	.	-15
COc1ccccc1CCc1nnc(CCC(=O)N(C)Cc2cccc3ncccc23)o1	0.7	.	2	-20	10	-1.3	5	.
O=S(=O)(c1ccccc1Cl)N1CCC(Cc2ccccc2)CC1	0.0	-10	-5	-11	14	-1.7	0	-7
COc1ccc(C2=NC(=O)/C(=C\c3cc(OC)c(OC)c(OC)c3)O2)cc1	0.1	.	-12	-483	22	.	6	.
CCC(CC)c1nnc(NC(=O)CSCC(=O)Nc2cc(C)on2)s1	0.0	.	-2	-15	-7	-0.9	0	12
O=C(Nc1cccc(F)c1)N[C@H]1CC[C@@H](CCn2cc(Cc3ccccc3)nn2)O[C@H]1CO	-0.2	6	-19	0	-30	-1.5	-3	-10
NNC(=O)c1[nH]c2ccc([N+](=O)[O-])cc2c1-c1ccccc1	0.2	-9	9	-6	-2	0.9	1	-5
Nc1nc(=S)c2[nH]cnc2[nH]1	1.1	-42	15	-8	6	-15	3	-10
OC(c1ccccc1)(c1ccccc1)C1CCN(CCCOc2cccc(C(F)(F)F)c2)CC1	0.0	.	.	15	.	-2.1	-2	.
O=[N+]([O-])c1ccccc1Nc1c2ccccc2nc2ccccc12	-0.1	1	-3	-22	4	-2.5	3	.
COc1ccccc1NC(=O)c1ccc(NC2=NC3CS(=O)(=O)CC3S2)cc1 (stereo unspecified)	0.3	2	-4	-7	.	-2.5	6	13
CC1C/C(=N/Nc2nc3ccccc3[nH]2)CC(C)(C)C1 (stereo unspecified)	0.4	.	.	-10	-13	6.6	-4	.
CC=Cc1ccc2n(c1=O)C[C@H]1[C@H](CO)[C@@H](C(=O)N(C)C)N(CCC)[C@@H]21 (mixture of isomers)	0.1	.	.	-22	8	2.4	-2	.
C=CCn1c(COc2cccc(C)c2)nnc1SC(C)C(=O)NC1CC1 (stereo unspecified)	0.4	5	-2	-4	.	-4.3	-1	9
O=C(O)CC/C(=C\c1ccc(N2CCCC2)c([N+](=O)[O-])c1)c1nc2ccccc2s1	0.3	.	-1	3	46	-1.0	-2	.
